PERK inh – block of dimerizer-induced PERK translation repression, primary screen, PERK inhibitor project, CHO PERK-DD cells, SEAP luminescence, HTS; inhibition, % at 5.6 µM; Eukaryotic translation initiation factor 2-alpha kinase 3 (Homo sapiens), Q9NZJ5; CHO PERK-DD fusion, SEAP luminescence translation reporter; AID 1416, 2008; 220,000 compounds, 0.17% hits;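 active means inhibition above the mean inhibition of all tested compounds plus 3 SD, set separately per screening campaign, cut at about 2.9% in these data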;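 further: PERK kinase domain activated by AP20187 dimerizer at 100 nM; 0% = DMSO with dimerizer and 100% = rapamycin at 8.4 µM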
zVAD death inh – inhibitors of zVAD-triggered necroptosis, primary screen, L929 cells | L929 zVAD necroptosis rescue, ATP luminescence, 24 h; with zVAD 60 µM | viability rescue, % at 10 µM | 220,000 compounds, 0.38% hits | AID 1377, 2008;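 active means activation, scaled between plate controls, above about 75%, limit read from the data; inactive means activation under that limit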;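 further: 0% = zVAD with DMSO and 100% = DMSO alone without zVAD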
Rad51 HR inh – human RAD51 strand exchange inhibitors, primary screen, biochemical, fluorescence. inhibition, % at 10 µM. 200,000 compounds, 0.085% hits. hRad51 DNA strand exchange, fluorescence dequenching. DNA repair protein RAD51 homolog 1 (Homo sapiens), Q06609;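 active means inhibition above 40% at the single screening dose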;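 further: 0% = DMSO control wells and 100% = blanks with heterologous ssDNA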
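Read-out basis: percent inhibition relative to plate controls and blanks / Assay system: human Rad51 nucleoprotein filaments preassembled on unlabelled ssDNA / Timing: filaments 15 min 37 °C, then compound 30 min / Control set: per-plate controls and blanks / Technique: fluorescence dequenching at 485/520 nm / Compound: 10 µM final, single point / Also added: Fluorescein- and BHQ1-tagged 47-mer duplex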
Calpain2 inh – inhibitors of pig calpain II, primary screen, biochemical, fluorogenic peptide substrate, 1536-well | 220,000 compounds, 0.37% hits | inhibition, % at 16 µM | AID 1236, 2008 | purified calpain II, 30 min;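 active means inhibition above about 50%, limit read from the data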
eIF4E-4G inh – eIF4E–eIF4G protein interaction inhibitors, primary screen, biochemical, uHTS, TR-FRET, eIF4GI fragment; Eukaryotic translation initiation factor 4E (Mus musculus) + Eukaryotic translation …; TR-FRET eIF4E-eIF4GI(517-606) binding, 2 h; inhibition, % at 21.7 µM; 220,000 compounds, 0.37% hits; AID 782, 2007;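 active means inhibition above about 30%, limit read from the data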;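 further: 0% = full FRET control wells and 100% = background wells lacking eIF4GI fragment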
Mdm2 ligase inh – MDM2-luciferase reporter signal enhancers, primary screen, MDM2 E3 ligase inhibitor project, cell-based, luminescence, 1536-well; signal enhancement, % at 5 µM; E3 ubiquitin-protein ligase Mdm2 (Homo sapiens), Q00987; cell-based MDM2 ubiquitination luciferase reporter, 2 h; 0 = plate control, 100 = twice control, blank-subtracted; AID 1230, 2008; 210,000 compounds, 0.11% hits;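 active means signal enhancement of 30% or more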;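 further: luminescence tracks abundance of the self-degrading MDM2-luciferase fusion protein; higher signal means inhibition of MDM2 E3 ligase activity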
Target sequence (Q00987 whole entry, looked up, the tested form may be a part): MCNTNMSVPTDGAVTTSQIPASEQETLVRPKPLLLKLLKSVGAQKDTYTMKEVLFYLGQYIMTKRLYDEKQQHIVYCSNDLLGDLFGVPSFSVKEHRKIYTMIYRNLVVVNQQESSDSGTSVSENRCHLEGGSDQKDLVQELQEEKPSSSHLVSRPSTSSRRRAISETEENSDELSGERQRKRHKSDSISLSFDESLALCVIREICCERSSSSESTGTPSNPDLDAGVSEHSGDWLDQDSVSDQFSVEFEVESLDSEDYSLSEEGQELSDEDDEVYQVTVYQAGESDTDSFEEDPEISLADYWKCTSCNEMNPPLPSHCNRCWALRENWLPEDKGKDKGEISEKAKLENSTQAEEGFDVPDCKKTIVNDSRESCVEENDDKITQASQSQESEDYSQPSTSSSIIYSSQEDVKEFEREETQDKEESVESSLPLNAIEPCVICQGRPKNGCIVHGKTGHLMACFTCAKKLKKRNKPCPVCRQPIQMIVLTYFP
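Test system: stable mammalian line carrying autodegrading MDM2–luciferase fusion reporter; quantity: 2000 cells in each well; times: 4 h cell settling then 2 h compound exposure, 37 °C; detection: luminescence with SteadyLite reagent, 15 min at room temperature; evaluation: percent signal gain over controls, blank-subtracted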
EBV gp42 inh – Epstein-Barr virus gp42 inhibitors, primary screen, biochemical, uHTS, fluorescence polarization; Glycoprotein 42 (Epstein-Barr virus (strain AG876)), Q1HVG2; Fluorescence polarization binding assay, mP read-out; inhibition, % (tested at 21.74 µM); 220,000 compounds, 0.42% hits; in the data active means inhibition above about 50%
Target sequence (Q1HVG2 whole entry, looked up): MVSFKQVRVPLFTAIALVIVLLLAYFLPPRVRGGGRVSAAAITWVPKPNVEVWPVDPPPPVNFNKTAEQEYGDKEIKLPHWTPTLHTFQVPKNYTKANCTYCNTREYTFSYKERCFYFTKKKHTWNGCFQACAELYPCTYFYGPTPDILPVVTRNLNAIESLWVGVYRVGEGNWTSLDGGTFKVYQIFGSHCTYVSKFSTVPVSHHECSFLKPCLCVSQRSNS
Cl transport mod – KCC2 cotransporter modulators, thallium flux, primary screen, cell-based, HEK293 KCC2, FluoZin-2 fluorescence, MLSMR | KCC2 cells, thallium flux FluoZin-2 fluorescence | B-score of Tl+ flux slope (higher = more flux/activation; lower = inhibition) at 10 µM | 190,000 compounds, 2.2% hits;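 active means thallium flux slope and its plate-corrected score both differing from the plate sample mean at a set confidence after two filtering rounds, in either direction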;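 further: slope of fluorescence scaled to starting intensity during 10 to 20 s after thallium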
TNF death inh – inhibitors of TNF-alpha triggered necroptosis, primary screen, cell-based, Jurkat FADD-/-, single concentration; Jurkat FADD-/- TNF necroptosis rescue, ATP luminescence, 24 h; 0 = TNF only, 100 = no-TNF cells; AID 463075, 2010; 220,000 compounds, 0.068% hits; activation (protection from cell death), % at 10 µM;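 active means activation, meaning protection from cell death, of at least 50% relative to plate controls; inactive means activation below 50%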;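 further: necroptosis triggered by 40 ng/mL TNF-alpha added together with compound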
An asterisk follows results filed as active; i = inactive; / = no result given; [ ] = another dose, or the depositor's remark.

1) COC(=O)C1=C(C)NC(=O)CC1c1cc2c(cc1Br)OCO2 (stereo unspecified)
2) COc1ccc(C2C(CN3CCOCC3)C(=O)N2c2ccccc2)cc1 (stereo unspecified)
3) COC(=O)Cn1c(=O)oc2ccc(C)cc21
4) COc1ccccc1CCc1nnc(CCC(=O)NC(C)Cc2ccsc2)o1 (stereo unspecified)
5) COCCn1c(=O)[nH]c2cc(C(=O)NCCN3CCN(c4ccccc4)CC3)ccc2c1=O
6) CC(C)(C)SCCNC(=O)/C=C/c1cccc([N+](=O)[O-])c1
7) Cc1ccccc1C(=O)N/N=C1/SCC(=O)N1Cc1ccccc1
8) COCCn1nnnc1C(c1ccc2ncccc2c1)N1CCc2ccccc21 (stereo unspecified)
compound no.	1	2	3	4	5	6	7	8
EBV gp42 inh	-25	6	-2	-6	-16	-10	-15	-28
PERK inh	0.4	0.7	1.3	0.3	-0.7	0.0	0.8	0.2
eIF4E-4G inh	-2	-1	1	0	-4	15	3	-4
Mdm2 ligase inh	-5	-7	1	-15	-3	0	-3	-19
zVAD death inh	-0.2	-0.5	4.0	-0.2	1.6	1.0	7.1	-0.2
Rad51 HR inh	6	-1	-5	/	-1	0	-3	-1
TNF death inh	0.6	0.1	-0.7	1.1	-2.9	1.5	0.1	1.4
Calpain2 inh	-18	7	-14	7	-23	4	-35	-5
Cl transport mod	0.012	0.011	-0.69	-0.5	0.69	3.7*	1.3	0.46

9) O=C(O)CCCCOn1ccnc1
10) O=C(O)CCC(=O)N1N=C(c2ccccc2)CC1c1ccc2nccnc2c1 (stereo unspecified)
11) COC(=O)c1cc(C(=O)OC)n(Cc2ccc(Br)cc2)n1
12) O=C(Nc1cccc(-c2cn3cccnc3n2)c1)c1ccco1
13) N#C/C(=C/C=C/c1ccccc1)C(=O)Nc1ccccc1
14) CCn1nc(C)c(Br)c1-c1nc(CS(=O)(=O)c2ccc(F)cc2)no1
15) COc1ccc(NC2=CC(=O)CC(C)(C)C2)cc1OC
16) NC(=O)c1ccccc1NC(=O)Nc1cccc2ccccc12
compound no.	9	10	11	12	13	14	15	16
EBV gp42 inh	-5	-26	-9	-3	-13	-12	-13	0
PERK inh	1.3	0.3	-0.8	-0.3	0.1	0.8	-0.6	0.3
eIF4E-4G inh	1	0	18[fluorescence artefact?]	5	1	-4	-4	-1
Mdm2 ligase inh	-7	-4	-16	-14	-5	-12	-5	-5
zVAD death inh	2.9	1.3	-0.7	0.9	0.6	-0.9	-0.3	-0.6
Rad51 HR inh	6	4	-6	-1	3	-3	0	-25
TNF death inh	0.8	1.1	22	0.2	-6.8	4.7	-0.6	0.2
Calpain2 inh	-26	4	18	i	-5	5	6	-23
Cl transport mod	0.069	0.21	-0.62	-0.96	-1.4	-2.2	/	-4.1*

17) CC(C(=O)N1CCCc2ccccc21)N1C(=O)c2ccccc2C1=O (stereo unspecified)
18) CCCCOC(=O)CCN1C(=O)/C(=C2\SC(=S)N(CCC(=O)OCCCC)C2=O)SC1=S
19) CCC(C)(C)n1nnnc1C(c1ccc(C)cc1)N1CCC(C)CC1 (stereo unspecified)
20) CC(=O)c1c(OC(=O)c2cccc(Cl)c2)c2ccccc2n1C
21) COc1ccccc1NC(=O)CSc1nnc(C)o1
22) O=C(c1cccc(NS(=O)(=O)c2cccc([N+](=O)[O-])c2)c1)N1CCOCC1
23) O=C(Nc1ccccc1)c1ccc(Nc2c([N+](=O)[O-])cc([N+](=O)[O-])c3ccccc23)cc1
24) COc1ccc(S(=O)(=O)NCC2CCCN(C(=O)c3occc3C)C2)cc1 (stereo unspecified)
compound no.	17	18	19	20	21	22	23	24
EBV gp42 inh	3	-4	4	-8	-18	7	-5	-11
PERK inh	-0.3	1.7	-0.5	-0.3	0.4	0.7	1.0	0.1
eIF4E-4G inh	-1	-2	-3[fluorescence artefact?]	0	0	5	3	3
Mdm2 ligase inh	-8	-3	-12	1	-17	-10	-10	4
zVAD death inh	0.3	-0.9	0.2	-0.1	1.8	-0.7	0.2	4.4
Rad51 HR inh	/	-4	-1	13	12	24	/	29
TNF death inh	-0.9	-6.8	-2.2	-4.3	0.2	0.3	2.6	0.5
Calpain2 inh	-7	-5	19	15	-7	-1	-67	-19
Cl transport mod	0.57	0.5	-0.18	-0.041	/	0.77	0.11	-1.2

25) O=C(Cc1ccccc1[N+](=O)[O-])N1CCc2ccccc2C1
26) CCOC(=O)C1CCN(CC(O)COCc2cccs2)CC1 (stereo unspecified)
27) Cc1ccc(S(=O)(=O)N2CCC(=O)N(C(COCc3cccc(C(F)(F)F)c3)C(C)C)CC2)cc1 (stereo unspecified)
28) Clc1ccc(OC2CCN(Cc3nc(CC4CC4)no3)CC2)cc1
29) O=C(NCCCCc1ccccc1)c1cccc([N+](=O)[O-])c1
30) COc1ccc(Cc2noc(CN3CCN(Cc4csc(C)n4)CC3)n2)cc1OC
31) N/C(=N\NC(=O)Nc1ccc(Cl)cc1)c1ccccn1
32) C=CCN1C(=O)C(CCCC)NC1=S (stereo unspecified)
compound no.	25	26	27	28	29	30	31	32
EBV gp42 inh	-21	-11	-3	-8	10	-2	-9	1
PERK inh	0.8	0.4	-0.8	1.1	0.8	1.6	0.8	1.2
eIF4E-4G inh	-3	1	-3	1	0	2	3	1[fluorescence artefact?]
Mdm2 ligase inh	-3	-18	/	-7	-8	-7	-11	5
zVAD death inh	0.8	-0.5	0.7	14	2.7	0.0	81*	1.4
Rad51 HR inh	3	-7	1	-3	14	-7	-1	/
TNF death inh	0.8	0.0	3.7	0.5	1.5	0.6	0.9	5.5
Calpain2 inh	-23	16	33	-33	-12	-6	5	-3
Cl transport mod	-1	-1.2	-0.82	0.075	-2.8	/	0.093	0.2

33) CCOC(=O)CC(=O)CSc1nc(-c2ccc3c(c2)OCO3)cc(C(F)(F)F)c1C#N
34) Cc1ccc(N)cc1CN1CCCC1=O
35) O=C(COc1ccc(S(=O)(=O)Nc2ccccc2)cc1)NCc1ccncc1
36) COCCN1C(=O)c2cc(C(=O)Nc3ccc(C)c(F)c3)ccc2C1Nc1ccc(C)c(F)c1 (stereo unspecified)
37) O=C(c1ccc2ccccc2c1)c1c[nH]cc1-c1ccccc1
38) Cc1ccc(S(=O)(=O)N2Cc3ccccc3CC2C(=O)Nc2ccc3c(c2)OCO3)cc1 (stereo unspecified)
39) Cc1ccc(NC(=O)c2cc([N+](=O)[O-])ccc2N2CCCC2)cc1
40) O=C(NCCN1C(=O)C2C3C=CC(C3)C2C1=O)NCc1ccccc1 (stereo unspecified)
compound no.	33	34	35	36	37	38	39	40
EBV gp42 inh	-33	1	-18	-10	-3	-25	11	-11
PERK inh	0.3	1.2	1.6	0.2	-0.4	-1.4	-1.1	0.6
eIF4E-4G inh	11[fluorescence artefact?]	-11	5	3	1	-11	-2	-2
Mdm2 ligase inh	-5	-23	-15	/	2	-5	-12	-6
zVAD death inh	-0.3	1.6	1.4	/	0.1	0.0	-0.2	2.5
Rad51 HR inh	-44	-16	-36	-5	-4	3	5	0
TNF death inh	-1.6	1.0	-1.9	-1.4	-1.7	-1.7	3.8	-0.8
Calpain2 inh	-92	11	11	-1	-15	-90	22	20
Cl transport mod	0.061	-0.25	0.1	1	0.09	-0.5	-0.89	/

41) COc1ccc2oc(=O)c(C(=O)C[n+]3cccc(C)c3)cc2c1
42) Cn1c(SCc2ccccc2)nnc1-c1ccco1
43) Cc1ccc(NC(=O)CSc2nnc3ccccn23)cc1S(=O)(=O)N1CCOCC1
44) O=C(Nc1ccc(Br)cn1)c1cccc(-c2cc3ccccc3oc2=O)c1
45) CCN1CC(CN(C)Cc2cn(-c3cccc(C)c3)nc2-c2cccc(F)c2)CC1=O (stereo unspecified)
46) Cc1cccc(-c2nnc(NC(=O)c3cccs3)s2)c1
47) O=C(NCCO)c1cccc2c1C(=O)c1ccccc1-2
48) COCCN(C(=O)CSc1nnc(-c2ccccc2F)n1C)c1c(N)n(Cc2ccccc2)c(=O)[nH]c1=O
compound no.	41	42	43	44	45	46	47	48
EBV gp42 inh	-12	6	-7	31	10	4	-5	-4
PERK inh	0.8	-1.1	-0.2	0.6	-0.6	-0.6	0.1	0.4
eIF4E-4G inh	0	1	2	7	2	-2	5[fluorescence artefact?]	-3
Mdm2 ligase inh	-18	-2	-3	-12	-10	/	-4	-19
zVAD death inh	0.4	-0.6	1.2	1.8	1.2	/	/	3.2
Rad51 HR inh	-7	-15	6	6	/	-2	/	7
TNF death inh	0.4	0.4	-0.1	1.3	0.8	3.7	1.6	1.0
Calpain2 inh	-40	19	12	-116	-50	-34	14	-23
Cl transport mod	/	1.5	0.01	-0.29	-0.0089	1.4	-0.72	-0.044

49) COc1ccccc1/C=C/C=N/n1c(-c2ccncc2)n[nH]c1=S
50) COC(=O)c1[nH]c2cccc(OC)c2c1NC(=O)C(C)N1CCC(C)CC1 (stereo unspecified)
51) c1ccc(-c2nc(NCc3ccco3)c3ccccc3n2)nc1
52) CC1(c2ccccc2)NC(=O)N(CCN2C(=O)c3ccccc3C2=O)C1=O (stereo unspecified)
53) CCCCCCc1cc2cc(C(=O)NC)c(=N)oc2cc1O
compound no.	49	50	51	52	53
EBV gp42 inh	-16	-16	1	1	/
PERK inh	0.2	-1.3	-0.2	1.0	0.8
eIF4E-4G inh	-8	3	-2	17	/
Mdm2 ligase inh	-5	-20	-16	-5	-16
zVAD death inh	0.8	-0.9	18	0.0	1.2
Rad51 HR inh	/	-3	-5	5	-183
TNF death inh	2.0	-0.4	-7.6	-2.2	-2.7
Calpain2 inh	11	-148	10	-7	/
Cl transport mod	0.12	0.38	-1.7	-0.27	1.4

Screening results as filed in PubChem BioAssay.
